# Assay outcomes from PubChem BioAssay.
# miR-122 sensor: miR-122 inhibition in Huh7 cells; Huh7 miR-122 Renilla luciferase sensor, 48 h; neutral wells = 0, positive control = 100; activation (reporter increase), % at 12.5 µM; 340,000 compounds, 0.3% hits;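 active means mean replicate activation score at least 90 and every replicate individually at or above 90; inconclusive means only one of the two criteria met; inactive means neither criterion met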;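 further: higher luciferase means less miR-122 activity so hits act as miR-122 inhibitors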
# PAX8 reporter: lowers PAX8-driven luciferase in RMG-I cells | RMG-I TPO-luciferase reporter, SteadyGlo, 24 h | inhibition, % at 12.6 µM | 360,000 compounds, 1.2% hits | AID 652154;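 active means mean replicate inhibition at least 60% with every replicate also reaching 60%; inconclusive means only one of the two criteria is met; inactive means mean below 60% and not all replicates reaching 60%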;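 further: luciferase light reporting Pax8 driven TPO promoter activity; plate controls were median of neutral control wells for no effect and mitoxantrone controls for full effect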
# CFTR F508del cor: correctors of CFTR F508del function in bronchial epithelial cells | CFBE cells, YFP halide quenching; stimulated with forskolin plus potentiator P3; % fluorescence drop versus neutral controls | 350,000 compounds, 0.36% hits | activity (quench increase), % at 7.58 µM;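 active means mean added fluorescence quench of at least 8% versus neutral control, with both replicates also reaching 8%; inconclusive means only one of the mean or replicate conditions met; inactive means mean below 8% and not both replicates reaching 8%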;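 further: cells transiently co-express mutant CFTR-F508del with the halide-sensitive YFP; corrector assay measuring rescue of mutant channel to the surface after 24 h compound exposure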
# GSIS activator: GLuc luminescence reporter in INS-1E cells, primary screen for activators of glucose-dependent secretion of insulin; 370,000 compounds, 0.61% hits; activation, % at 16.6 µM; INS-1E GLuc reporter insulin secretion, 2-3 h;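 active means lowest replicate activation of at least 40%, so every replicate reaches that level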;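 further: 0% = median of neutral control wells and 100% = median of IBMX positive control wells; some compounds called inactive have numbers as strong as hits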
# DENV2 CPE rescue: inhibitors of DENV2 cytopathic effect. DENV2-infected cells, cytopathic effect rescue, plate reader. CPE inhibition, % at 9.99 µM. 350,000 compounds, 1.7% hits; in the data active means CPE inhibition above about 20%, passing the limit was not always enough; inconclusive means no clear call, values can overlap the other calls; tested in BHK-21 cells;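 further: 0% = median of neutral control wells and 100% = median of positive control wells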
# EWS-Fli block: inhibitors of EWS/Fli oncoprotein transcriptional activity; A673 NR0B1-luciferase reporter, viability-normalised; inhibition, % at 12.6 µM; 350,000 compounds, 0.67% hits; AID 651661;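 active means mean inhibition of at least 50% after viability correction, with every replicate also passing that limit; inconclusive means mean reaches 50% but only one of two replicates passes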;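 further: firefly luciferase signal divided by Alamar Blue viability fluorescence both relative to DMSO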
# FN deposition inh: fibronectin deposition inhibition. AH1F fibroblasts, Alexa488-fibronectin deposition fluorescence, overnight. inhibition, % at 12.6 µM. 350,000 compounds, 0.086% hits. AID 743247;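 active means mean inhibition across replicates of 30% or more, regardless of how many single replicates reach that level; inconclusive means mean under 30% yet at least half of replicates reach 30%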;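 further: positive control wells lacked labelled fibronectin entirely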
#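 Material: AH1F fibroblast monolayer depositing Alexa488-labelled fibronectin into matrix | Input: 10000 AH1F cells/well | Medium: DMEM plus 2% serum, read in PBS | Reagent: Alexa488-fibronectin, 24 nM final in well | Compound dosing: One dose per compound, pinned | Schedule: 1 h adhesion, overnight exposure | Measured by: Fluorescence at 485 nm excitation, 525 nm emission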
# * hit, by the source's call; ? = inconclusive; . = no result given; & = joins results of further samples; [ ] = another dose, or the depositor's remark.
SMILES,miR-122 sensor,PAX8 reporter,CFTR F508del cor,GSIS activator,DENV2 CPE rescue,EWS-Fli block,FN deposition inh
CN(c1ccccc1)S(=O)(=O)c1cccc(NC(=O)c2ccc(=O)[nH]n2)c1,2,20,0.2,-19,9,7,-4
C[C@H]1CN([C@@H](C)CO)C(=O)c2cc(Br)cnc2O[C@H]1CN(C)C(=O)c1ccccn1,0,-4&8,-1.2&4.4&-0.9,8&23,-1&-6&12,-7&-12&6,-1&-1
Oc1ccc(/C=C/c2ccc3ccccc3n2)cc1,-6,58,0.7,-2,-2,79*,-4
COc1ccccc1C#Cc1ccc2c(c1)[C@@H]1[C@@H](CCN1S(=O)(=O)c1ccc(F)cc1)[C@@H](CO)N2,.,?,-0.5,4,29*,.,9
OC(CCN1CC2CCC(CC2)C1)(Cc1ccccc1)c1ccco1 (stereo not drawn),-2,6,0.6,-18,11,-4,0
Cc1ccc(-n2c(=S)[nH]c3[nH]ncc3c2=O)cc1,.,-5,-1.8,.,-3,-11,-2
O=C(CN1CCc2cc3c(cc2C1)OCCCO3)Nc1cccc(Br)c1,-1,-1,-0.5,-4,3,-1,-2
COc1cccc(C(N)c2nc(-c3cc(F)cc(F)c3)cs2)c1 (stereo not drawn),-2,1,-1.2,12,-7,-25,.
O=C(COc1ccc(S(=O)(=O)N2CCCCC2)cc1)N1CCOCC1,.,2,-1.7,5,-1,1,1
CC1(C)CC(=O)C/C(=N/NC(=O)C2CCN(S(=O)(=O)c3cccs3)CC2)C1,.,1,-1.2,0,0,3,5
COc1ccc(NC(=O)Nc2ccc3c(c2)[C@H]2C[C@@H](CC(=O)N4CCCCC4)O[C@@H](CO)[C@H]2O3)cc1,1[16.7 µM],3,1.1,0,3,-5,-1
CC(C)Cc1cc(C(=O)Nc2cccc(O)c2)no1,-7,-106,-1.3,-3,-4,-39,-4
C=C(C)CNC(=S)N1CCN(C(c2ccccc2)c2ccccc2)CC1,4,-56,0.1,-4,1,7,-1
CC(=O)c1ccc(NC(=S)N2CCN(C(=S)Nc3ccc(C(C)=O)cc3)C(C)C2)cc1 (stereo not drawn),.,8,-2.5,11,0,-6,-10
Cc1nc2nc(COc3ccccc3)[nH]n2c(=O)c1Cc1ccccc1,-7,11,.,.,.,.,-2
CCOC(=O)c1ccc2[nH]c(C)c(CCC(C)=O)c(=O)c2c1,-9,.,.,5,.,.,-1
Fc1ccc(NC(=S)N2CCCCC2)cc1,1,16,.,12,.,.,3
CCCCN(C(=O)CC(c1ccccc1)c1ccccc1)c1c(N)n(CCC)c(=O)[nH]c1=O,-10,13,2.4,5,-15,4,-2
Cc1nc2ccc(NC(=O)c3ccccc3)cc2s1,.,-197,3.3,-14,-2,-61,-1
COCC(=O)Nc1cc(C(=O)NCCc2ccccc2)ccc1Cl,1,36,-1.5,9,-8,6,-4
CCCCn1c(=O)c(CCC(=O)O)nc2ccccc21,.,-5,.,25,8,4,-2
C[C@H](CO)N1C[C@H](C)[C@@H](CN(C)Cc2ccc(C(F)(F)F)cc2)Oc2c(NC(=O)C3CCCCC3)cccc2C1=O,122*[16.7 µM],.,0.4,-40,-1,10,.
C[C@@H]1CN([C@H](C)CO)C(=O)c2cc(C#CC(C)(C)O)cnc2O[C@@H]1CN(C)Cc1cncnc1,49[16.7 µM],.,3.0,-14,-9,-6,-1
COc1ccc(C(=O)Nc2cccc(-c3ccc(N4CCOCC4)nn3)c2)cc1,-5,-168,-0.8,-6,-2,-84,-2
O=C(NCc1ccco1)c1ccc(S(=O)(=O)N2CCCCC2)cc1,.,-11,-1.1,0,.,13,-4
SMILES,miR-122 sensor,PAX8 reporter,CFTR F508del cor,GSIS activator,DENV2 CPE rescue,EWS-Fli block,FN deposition inh
CC(C)CCNC(=O)C(NS(=O)(=O)c1ccc2c(c1)c(=O)n(C)c(=O)n2C)c1ccccc1 (stereo not drawn),-3,2,-1.2,.,-5,-1,2
Cc1noc(C)c1NC(=O)N(C)C[C@@H]1OCc2ccccc2-c2ccccc2C(=O)N([C@@H](C)CO)C[C@@H]1C,.,-20,0.3,11,2,-5,-4
COc1ccc(NC(=O)Oc2cc(C)ccc2C(C)C)cc1,15,-19,-0.8,-44,2,8,9
CCc1ccc(NC(=S)N2CCNC(=O)C2CC(=O)OC)cc1 (stereo not drawn),.,3,-0.7,-1,1,0,-5
Cc1ccc(N2C(=O)[C@@H]3[C@H](C2=O)[C@H]2C=C(C(=O)c4ccccc4)C=CN2[C@@H]3C(=O)c2ccc(Cl)cc2)cc1,.,3,-1.4,-6,3,2,-2
C[C@H]1CN([C@@H](C)CO)C(=O)c2cccc(NC(=O)Nc3ccccc3)c2O[C@@H]1CN(C)S(=O)(=O)c1ccccc1,-3[16.7 µM],1,-1.8,-5,-6,-7,.
O=C1NC(=O)/C(=C/c2ccc(N3CCOCC3)o2)N1,.,4,-2.3,.,0,9,8
C[C@H]1CN([C@@H](C)CO)C(=O)c2cccc(NC(=O)C3CC3)c2O[C@H]1CN(C)Cc1ccc2c(c1)OCO2,29[16.7 µM],-1,0.9,13,3,-12,.
CC1=C(C(=O)N(C)C)CC(CC(=O)NCCc2ccccn2)C(=O)N1CCC1=CCCCC1 (stereo not drawn),-3,-28,-2.0,-6,4,0,1
COC(=O)CNC(=O)C(Cc1c[nH]c2ccccc12)NC(=O)Oc1ccccc1 (stereo not drawn),.,-4,-4.4,-11,-6,3,-2
CC(C)(O)CCC(C)(C)O,-2,.,0.1,10,1,-2,.
CC(=O)N(C)C[C@H]1Oc2cc(C#CC3CCCC3)ccc2S(=O)(=O)N([C@@H](C)CO)C[C@H]1C,-23[16.7 µM],1,-4.8,1,-5,19,-30
C[C@H]1CCCCO[C@H](CN(C)Cc2ccc3c(c2)OCO3)[C@@H](C)CN([C@@H](C)CO)C(=O)c2cc(NC(=O)CCCN(C)C)ccc2O1,2[16.7 µM],4,-1.9,18,-6,-5,.
C[C@@H]1CN([C@H](C)CO)C(=O)c2cc(NC(=O)CCCCCC(=O)Nc3ccccc3N)ccc2O[C@@H](C)CCCCO[C@@H]1CN(C)C(=O)C1CCCCC1,6[16.7 µM],-13,-0.9,-3,-2,-2,.
Cc1nn2c(N3CCCC3)c3c(nc2c1-c1ccccc1)CCC3,2,-8,-1.6,17,0,1,1
CO[C@@H]1CN(C)C(=O)c2cc(NC(=O)Nc3cccc(F)c3)ccc2OC[C@H](C)N(C)C[C@H]1C,10[16.7 µM],.,2.4,-4,11,4,9
COc1ccc(-c2nc(CN3CCCCC3c3cccnc3)c(C)o2)c(F)c1 (stereo not drawn),-6,6,-2.9,-2,2,1,2
O=C(CCSCc1ccc(Cl)cc1)NCCC1=CCCCC1,.,16,.,.,-1,-3,3
COc1cc(/C=C2\C(=O)N(c3ccccc3)N=C2C)ccc1Oc1ccc([N+](=O)[O-])cc1[N+](=O)[O-],.,11,.,-13,.,.,10
CCOC(=O)c1ccc(NC(=O)COc2cc(=O)n(CC)c3ccccc23)cc1,-1,1,-1.3,16,5,1,2
COc1ccc(NC(=O)CN(c2ccc(OC)c(Cl)c2)S(=O)(=O)c2ccccc2)c(OC)c1,4,15,3.0,-3,-14,13,-10
O=C(Nc1cc(=O)[nH]c2nc(-c3ccccc3)nn12)c1ccccc1Cl,-4,-3,-4.1,-8,-2,-4,0
O=C(Nc1ccc2ccccc2c1)OC1CCS(=O)(=O)C1 (stereo not drawn),.,-165,4.7,-9,-7,-93,9
Cc1nn(C)c(Sc2ccccn2)c1[N+](=O)[O-],-2,-1,-2.5,14,4,2,-2
CCOc1ccc2[nH]c(=O)c(CN(CCN3CCCC3)C(=S)Nc3ccccc3OC)cc2c1,.,6,0.6,-3,4,9,1
SMILES,miR-122 sensor,PAX8 reporter,CFTR F508del cor,GSIS activator,DENV2 CPE rescue,EWS-Fli block,FN deposition inh
O=C(CC1NCCNC1=O)NC1Cc2ccccc2C1 (stereo not drawn),-3,14,0.0,.,-11,-2,-4
CC(OC(=O)CCc1c[nH]c2ccccc12)C(=O)c1ccccc1 (stereo not drawn),.,14,-4.7,-12,-10,22,2
CC1(C)Cc2c(c(N3CCOCC3)nc3sc4c(=O)[nH]cnc4c23)CS1,1,21,.,.,.,.,3
O=C(Nc1ccc(Cl)c(C(F)(F)F)c1)C1Cc2c(-c3ccc4c(c3)OCO4)ccnc2O1 (stereo not drawn),3,8,-0.9,-12,8,2,9
O=C(NC1CCCc2ccccc21)c1ccccn1 (stereo not drawn),4,5,-1.1,35,6,6,5
COc1cccc(NC(=O)COc2coc(CN3CCc4ccccc4C3)cc2=O)c1,-2,6,3.4,-7,1,-2,6
COc1ccccc1NC(=O)C1CCN(C(=O)c2ccco2)CC1,1,3,0.5,3,-5,3,8
COCc1ccc(C(=O)N2CCCC(Nc3ccc(C(C)C)cc3)C2)s1 (stereo not drawn),6,-8,-1.5,-18,-2,.,-2
Cc1ccnc(NC(=O)CNC(=O)COc2ccccc2)c1,-6,-116,-1.9,28,-2,-77,2
CS(=O)(=O)N1[C@H](C#N)[C@H](c2ccccc2-c2ccccc2F)[C@@H]1CO,.,.,0.7,5,14,-6,1
O=C(Cc1ccccn1)NCC[C@@H]1CC[C@H](NC(=O)Nc2ccc(F)cc2)[C@@H](CO)O1,.,-10,0.9,0,-11,-5,.
Cc1ccc(S(=O)(=O)N(C)c2ccccc2C(=O)Nc2ccc(F)cc2F)cc1,1,19,2.1,-11,0,14,-3
COCCNC(=O)Cn1cc(/C=N/NC(=O)c2ccc(Oc3ccc(O)cc3)cc2)c2ccccc21,-1,-18,-1.5,0,14,7,-8
C[C@H]1CN([C@@H](C)CO)C(=O)c2cc(Br)cnc2O[C@@H]1CN(C)Cc1ccccc1,-4[16.7 µM],.,0.5,7,8,4,.
O=C(CSc1nc2ccccc2s1)NC1CCCC1,.,-1,-1.2,13,-1,4,-7
Cn1c(N2CCN(S(=O)(=O)c3ccc(Cl)cc3)CC2)nc2ccccc21,1,18,-1.1,-6,-1,7,-1
COc1c(O)cc2oc(-c3ccc(O)c(O)c3)cc(=O)c2c1O,-5,-140,1.0,-5,-4,0,-2
CC1(C(=O)Nc2cccc(C(F)(F)F)c2)Cc2c(-c3ccc4c(c3)OCO4)ccnc2O1 (stereo not drawn),1,4,-3.5,6,16,2,17
COc1ccc2c3c(n(C)c2c1)[C@@H](CO)N(C(=O)C1CCCC1)CC31CCN(CC2CCCC2)CC1,.,-18,0.8,11,10,6,.
COc1ccc(NC(=O)N(C)C[C@@H]2OCCCC[C@@H](C)Oc3ccc(NS(C)(=O)=O)cc3C(=O)N([C@H](C)CO)C[C@@H]2C)cc1,4[16.7 µM],-12&2,-0.7&-5.6,14&-17,1&3,-1&-10,1
Cc1cc(C(=O)Nc2ccc(F)c(Cl)c2)on1,.,3,5.7,-8,0,-10,-3
CCOC(=O)C1=C(c2ccccc2)OC(N)=C(C#N)C1c1ccncc1 (stereo not drawn),-2,-4,0.3,-12,3,11,1
C=CCNCCCCOc1ccc(OCC)cc1,-7,-6,.,-4,.,.,5
COc1ccc(OCCN2C(=O)NC(C)(c3ccc(C)cc3)C2=O)cc1 (stereo not drawn),-3,.,.,-2,.,.,-3

# Record cards (already shown). Order of screens: miR-122 sensor, PAX8 reporter, CFTR F508del cor, GSIS activator, DENV2 CPE rescue, EWS-Fli block, FN deposition inh
# `CC1(C)Cc2c(c(N3CCOCC3)nc3sc4c(=O)[nH]cnc4c23)CS1` is listed with 1, 21, ., ., ., ., 3
# `COc1c(O)cc2oc(-c3ccc(O)c(O)c3)cc(=O)c2c1O` is listed with -5, -140, 1.0, -5, -4, 0, -2
# `O=C(NC1CCCc2ccccc21)c1ccccn1` (stereo not drawn) is listed with 4, 5, -1.1, 35, 6, 6, 5
